GPR55 LPI antagonism: GPR55 antagonists blocking LPI-driven arrestin recruitment, primary screen, imaging, U2OS, beta-arrestin-GFP, LPI agonist (AID 2013). U2OS GPR55 beta-arrestin-GFP translocation imaging, LPI antagonism; higher % means a stronger effect. G-protein coupled receptor 55 (Homo sapiens). 290,000 tested, 0.13% active. one-dose inhibition, % at 10 µM; IC50 in µM for titrated hits;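 active = spots per cell inhibited over 60%, with over 100 cells counted and total cytoplasm intensity under 500,000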;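 note: U2OS cells stably carrying GPR55 and arrestin-GFP stimulated by 5 µM LPI near EC80; imaged beta-arrestin-GFP aggregate spots per cell after agonist stimulation; plate controls were LPI-stimulated DMSO wells for no effect and DMSO wells without LPI for full effect; some results filed as inactive read as strong as hits; confirmed hits need IC50 under 10 µM and bright autofluorescent wells are also inconclusive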
NS5 inhibitors: Dengue-2 NS5 methyltransferase inhibitors, primary screen, biochemical, confirmation dose response (AID 588689); 340,000 tested, 0.3% active; one-dose inhibition, % at 25 µM; IC50 in µM for titrated hits; Dengue-2 NS5 methyltransferase capping enzyme assay, biochemical; higher % means a stronger effect; Genome polyprotein (Dengue virus type 2 (strain 16681-PDK53)); in the data active = a potency from the dose series
SIAH1 antagonists: Siah-1 peptide-binding antagonists, primary screen, biochemical, fluorescence polarization, rhodamine-plectin, uHTS (AID 1817) | 290,000 tested, 0.02% active | displacement, % at 20 µM, or IC50 in µM where a hit was titrated | E3 ubiquitin-protein ligase SIAH1 (Homo sapiens) | Siah-1 / rhodamine-plectin peptide fluorescence polarization; higher % means a stronger effect;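 active = displacement of at least 50% at 20 µM, with a fluorescence ratio check between 0.3 and a set limit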;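 note: plate controls were Siah plus tracer with DMSO for no effect and tracer alone without Siah for full effect; strong numbers were not always called active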
HIV fusion peptide: inhibitors of HIV fusion peptide binding, primary screen, biochemical, uHTS, fluorescence dequenching (AID 1986) | cell-free peptide binding, fluorescence dequenching, 30 min; higher % means a stronger effect | inhibition, % at 20 µM, or IC50 in µM where a hit was titrated | 290,000 tested, 0.3% active; in the data active = inhibition mostly above about 52%, no sharp cut-off; inactive = mostly below about 76%; note: some results filed as inactive read as strong as hits
UTI89 phage lysis: inhibition of K1F phage lysis, E. coli UTI89, bacterial capsule biogenesis inhibitors, alamar blue (AID 488966); E. coli UTI89 K1F phage lysis, alamar blue, 2 h; higher % means a stronger effect; 340,000 tested, 0.02% active; inhibition, % at 100 µM; hits with a dose series show IC50 in µM;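 active = phage lysis inhibition, versus mean bacterial control, above a set limit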;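 note: capsule biogenesis inhibitors block K1F phage lysis so surviving cells raise fluorescence; higher fluorescence means more inhibition of phage lysis; actives were called in the ten point dose series up to 300 µM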
GPR35 arrestin U2OS: GPR35 antagonists blocking zaprinast-driven arrestin recruitment, primary screen, imaging, U2OS, beta-arrestin-GFP, zaprinast agonist (AID 2058); U2OS GPR35 beta-arrestin-GFP translocation imaging, zaprinast antagonism; higher % means a stronger effect; one-dose inhibition, % at 10 µM; IC50 in µM for titrated hits; 290,000 tested, 0.052% active; G-protein coupled receptor 35 (Homo sapiens);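 active = inhibition of at least 50% with at least 30 cells and total cytoplasm GFP at most 10,000,000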
NTR1 ag: agonists of NTR1, primary screen, imaging, U2OS cells, beta-arrestin-GFP, high content (AID 493036). activation, % at 20 µM. 330,000 tested, 0.17% active. NTR1-U2OS beta-arrestin-GFP spot imaging, agonist mode. Neurotensin receptor type 1 (Homo sapiens), P30989;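 active = activation at or above 40% of the spot to cytoplasm intensity ratio, with at least 20 cells analyzed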;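 note: 0% = DMSO without peptide and 100% = 100 nM NTR1 peptide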
Target sequence (P30989 whole entry, looked up): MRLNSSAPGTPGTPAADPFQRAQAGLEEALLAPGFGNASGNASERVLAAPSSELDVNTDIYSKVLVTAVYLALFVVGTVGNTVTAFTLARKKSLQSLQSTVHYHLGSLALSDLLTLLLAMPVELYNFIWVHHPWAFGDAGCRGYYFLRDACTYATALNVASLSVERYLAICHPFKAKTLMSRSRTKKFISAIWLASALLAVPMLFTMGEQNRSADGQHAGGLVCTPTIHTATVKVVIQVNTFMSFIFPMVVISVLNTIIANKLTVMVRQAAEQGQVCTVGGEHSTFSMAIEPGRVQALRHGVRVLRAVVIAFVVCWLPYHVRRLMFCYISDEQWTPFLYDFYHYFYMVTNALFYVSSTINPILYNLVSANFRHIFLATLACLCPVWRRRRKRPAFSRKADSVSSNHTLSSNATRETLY
AID2073: inhibitors of Mint1-CaV2.2 protein interaction, biochemical, HTRF (AID 2073); HTRF protein-protein interaction, Mint1-CaV2.2; higher % means a stronger effect; one-dose inhibition, % at 20 µM; IC50 in µM for titrated hits; Voltage-dependent N-type calcium channel subunit alpha-1B (Homo sapiens); 290,000 tested, 0.19% active; in the data active = inhibition mostly above about 51%, no sharp cut-off; note: some results filed as inactive read as strong as hits
GPR55 beta-arrestin: GPR55 agonists via beta-arrestin recruitment, primary screen, imaging, U2OS cells, beta-arrestin-GFP redistribution (AID 1961) | G-protein coupled receptor 55 (Homo sapiens) | U2OS GPR55 beta-arrestin-GFP redistribution imaging; higher % means a stronger effect | activation, % at 10 µM; hits with a dose series show EC50 in µM | 290,000 tested, 0.048% active;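 active = activation above 40% with more than 50 cells counted in the well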;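 note: U2OS osteosarcoma cells stably expressing GPR55 and beta-arrestin-GFP; plate controls were DMSO negative control for no effect and LPI positive control for full effect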
NTR1 ag cell count 20 µM: also measured in NTR1 ag; calls as there; cell count; measured here: cell count, cytotoxicity flag
Active calls of the source: *; nt = not tested or not shown; [ ] = another dose, or the depositor's remark. Random draw from the library; 1.2% or so of the library scored in one or more.

item	mol	GPR55 LPI antagonism	NS5 inhibitors	SIAH1 antagonists	HIV fusion peptide	UTI89 phage lysis	GPR35 arrestin U2OS	NTR1 ag	NTR1 ag cell count 20 µM	AID2073	GPR55 beta-arrestin
1	FC(F)(F)c1ccc(N2CCN(c3cc(-c4ccccc4)nc4ncnn34)CC2)nc1	nt	-2.8%	3.6%	2.8%	0.5%	-9.7%	5.0	50	20.1%	-0.1%
2	CC(C)=CC(=O)Nc1ccc(Br)cc1	20.7%	-1.4%	3.2%	-0.1%	3.9%	-11.3%	0.6	55	-3.3%	0.7%
3	O=C(Nc1cccc(-c2cn3cccnc3n2)c1)Nc1ccccc1F	13.0%	-11.4%	6.6%	3.8%	-0.1%	0.4%	5.5	63	5.3%	-0.5%
4	Cc1c(F)cccc1NS(=O)(=O)c1ccccc1C#N	2.9%	-3.4%	-1.7%	-1.8%	0.2%	8.2%	-0.6	40	-7.2%	0.2%
5	CCN(c1ccccc1)S(=O)(=O)c1ccc2ccccc2c1	19.6%	0.7%	1.9%	-0.2%	0.0%	17.9%	2.1	66	4.0%	0.3%
6	CCc1nn(CC(=O)NCCc2ccc(OC)cc2OC)c(=O)c2cc3occc3n12	9.2%	-13.2%	3.4%	-1.0%	0.1%	-1.9%	0.5	64	5.7%	0.0%
7	CCN(CC(=O)Nc1ccccc1OC)C(=O)C1CC2C=CC1C2 (configuration not stated)	-16.7%	-7.2%	0.0%	-1.6%	0.0%	2.3%	0.9	87	-3.3%	-0.2%
8	COc1ccc(S(=O)(=O)N2c3ccccc3OCC2C(C)(C)C)cc1 (configuration not stated)	5.5%	-1.4%	4.4%	3.3%	-1.2%	-9.3%	2.2	55	50.4%*	0.5%
9	CC(C/C=N/NC(=O)COc1cc(Cl)ccc1Cl)c1ccccc1 (configuration not stated)	11.7%	-5.5%	0.9%	-2.6%	1.6%	13.9%	-1.8	76	-10.2%	-0.1%
10	CC(Cc1n[nH]c(=S)n1N)c1ccccc1 (configuration not stated)	-7.1%	-7.2%	-6.7%	-0.7%	-0.1%	18.7%	0.7	84	-4.7%	0.0%
11	CN(CC(=O)NCCc1ccc(S(N)(=O)=O)cc1)c1ccccc1	0.1%	-4.7%	5.4%	-1.2%	-1.0%	-7.6%	-0.3	50	-5.1%	-0.2%
12	COc1cccc(CC(=O)N2CCC(CCC(=O)Nc3cccc(OC)c3)CC2)c1	19.4%	0.9%	12.8%	1.9%	0.6%	7.2%	1.0	56	-0.7%	-0.1%
13	C=C(C)CN(CC)C(=O)CC1C(=O)NCCN1Cc1c(F)cccc1Cl (configuration not stated)	nt	-8.8%	8.7%	1.0%	1.5%	-4.0%	-0.9	87	4.4%	-0.2%
14	CCOC(=O)C(C(=O)OCC)N(C#N)c1nc(C)cc(C)n1	-3.6%	-2.1%	-3.6%	-3.1%	-0.1%	-9.6%	0.4	55	-2.2%	0.6%
15	O=C(NCc1cccs1)C1CCCN1C(=O)Nc1ccccc1Cl (configuration not stated)	3.3%	-7.1%	3.7%	0.5%	0.3%	1.9%	-0.2	31	2.1%	0.7%
16	Cc1cc(C)c(C(N)=O)c(Nc2cccc(Cl)c2)n1	11.9%	-5.5%	1.3%	1.5%	-2.8%	0.8%	0.7	50	9.3%	0.5%
17	CC(C)(C)NCc1ccccc1OCc1cccs1	8.5%	-6.3%	5.3%	-0.5%	-0.2%	-3.4%	-0.3	59	-11.5%	0.0%
18	CC(=O)c1ccc(NC(=O)C2CCCN(S(=O)(=O)c3ccc(-n4cnnn4)cc3)C2)cc1 (configuration not stated)	-0.4%	-2.4%	14.1%	-1.5%	0.3%	6.6%	-0.8	35	9.2%	-0.2%
19	C[C@@H]1NC(=O)c2cc([N+](=O)[O-])cc(I)c2OCC[C@@H](C(N)=O)NC(=O)[C@H](CCCCN)NC1=O	0.7%	-2.4%	0.8%	-0.3%	2.2%	-8.5%	-1.4	99	-2.7%	-0.3%
20	Cc1noc(C)c1S(=O)(=O)N1CCCC(C(=O)NCC2CCCO2)C1 (configuration not stated)	-1.1%	0.8%	-1.7%	3.4%	2.2%	-3.5%	-0.9	64	5.0%	-0.2%

Records above marked active in AID2073:
# | Compound | GPR55 LPI antagonism | NS5 inhibitors | SIAH1 antagonists | HIV fusion peptide | GPR35 arrestin U2OS | AID2073 | GPR55 beta-arrestin
8 | COc1ccc(S(=O)(=O)N2c3ccccc3OCC2C(C)(C)C)cc1 (configuration not stated) | 5.5% | -1.4% | 4.4% | 3.3% | -9.3% | 50.4%* | 0.5%

Remaining list, next part.
item	mol	GPR55 LPI antagonism	NS5 inhibitors	SIAH1 antagonists	HIV fusion peptide	UTI89 phage lysis	GPR35 arrestin U2OS	NTR1 ag	NTR1 ag cell count 20 µM	AID2073	GPR55 beta-arrestin
21	CCC(OC(=O)c1nsc(Cl)c1Cl)C(=O)NC(C)(C)C (configuration not stated)	7.9%	-14.7%	8.8%	6.0%	0.5%	-3.8%	6.9	29	8.6%	-0.3%
22	CC1(C)NC(=O)N(CCCCSc2ccc(Cl)cc2)C1=O	-4.2%	1.6%	-6.5%	0.7%	0.2%	-9.4%	-0.1	87	0.2%	0.3%
23	Cc1ccc(N2C(=O)CC(Nc3ccccc3)C2=O)cc1 (configuration not stated)	7.2%	-3.5%	2.3%	-2.7%	0.8%[50 µM]	6.9%	-0.2	52	-4.2%	-0.2%
24	Cc1cccc(/C=N/NC(=O)c2ccccc2OCc2cccc(Br)c2)n1	-7.4%	4.2%	-2.0%	-1.0%	-0.5%	2.7%	6.9	54	26.0%	0.0%
25	CSc1ccccc1NC(=O)COC(=O)c1c[nH]c(=O)[nH]c1=O	-6.4%	-0.6%	-3.4%	-0.9%	0.5%[50 µM]	7.6%	0.5	45	12.9%	0.3%
26	Cc1cc(NC(=O)CCC(=O)N(c2ccccc2)C(C(=O)NC2CCCC2)c2ccccc2C)no1 (configuration not stated)	-5.0%	3.2%	0.2%	1.2%	1.1%	-0.2%	1.5	38	24.0%	0.0%
27	Cc1cc(Nc2ccc(N3CCOCC3)cc2)c2cccc(C)c2n1	6.4%	0.0%	-0.2%	1.4%	0.6%	-3.9%	2.4	53	2.6%	-0.1%
28	Cc1ccc(C(=O)NCC(=O)OCc2nnc(-c3ccccc3)o2)cc1	12.4%	-2.6%	5.4%	-1.2%	5.3%[50 µM]	-8.8%	-0.4	48	15.4%	-0.1%
29	CCOC(=O)COn1c(=O)c(-c2ccccc2)[n+]([O-])c2ccccc21	-5.4%	2.6%	-2.8%	-1.6%	0.0%	-12.6%	-2.1	81	17.8%	0.0%
30	COc1ccccc1NC(=S)NCCSc1ccc(Cl)cc1	-15.8%	3.6%	2.4%	-2.8%	1.0%	1.2%	1.0	65	-5.9%	1.4%
31	CCOC(=O)C(NC(C)=O)C(OC(C)=O)c1cccc(N(CCO)CCO)c1 (configuration not stated)	4.7%	-0.7%	7.0%	0.5%	1.0%[50 µM]	3.2%	-1.2	62	6.4%	0.1%
32	CCCc1ccc2oc(C(=O)NCCc3nc(C(=O)OCC)cs3)c(C)c2c1	14.1%	-0.7%	-7.3%	0.9%	2.2%[50 µM]	0.3%	12.0	71	-6.4%	0.0%
33	COc1cc(/C=C2\CCCc3c2nc2ccccc2c3C(=O)O)cc(OC)c1O	-1.3%	11.9%	-1.4%	20.2%	0.6%	-4.4%	0.6	78	4.5%	0.2%
34	COc1ccc(NS(=O)(=O)c2cc(NC(=O)c3nn(C)c(=O)c4ccccc34)ccc2OC)cc1	1.5%	-7.6%	-4.1%	-1.4%	0.3%	-12.5%	1.7	63	19.0%	0.9%
35	CCOc1ccc(NC(=O)COC(=O)CCS(=O)(=O)c2ccc(C)cc2)cc1	6.2%	-3.6%	4.9%	-1.2%	0.2%	-2.4%	-0.9	93	-8.7%	-0.1%
36	S=c1[nH]nc(C2CCCCC2)n1/N=C/c1ccccc1	12.4%	-7.8%	-2.3%	1.4%	-1.1%[50 µM]	-4.8%	6.3	85	-42.2%	0.3%
37	Cc1cc(C)n2nc3ccccc3c2n1	-8.2%	-5.8%	-4.0%	-1.6%	1.6%	-0.7%	0.5	69	15.3%	-0.1%
38	CCOC(=O)c1cccc(NC(=O)CCS(=O)(=O)c2cccc3nsnc23)c1	0.8%	-1.6%	1.2%	-3.5%	-0.5%	0.6%	-1.3	81	-12.0%	-0.1%
39	O=C(CCC1CCCC1)N1CCN(C(=O)c2ccco2)CC1	0.7%	-13.5%	-6.0%	-1.6%	0.7%	4.6%	1.0	50	1.5%	-0.1%
40	CCCN1CCC(=O)N([C@H](CN=[N+]=[N-])CC(C)C)CC1	-11.9%	6.4%	-1.0%	1.9%	2.2%	4.4%	-1.3	94	7.0%	-0.3%

Complete entries from above.
COc1cc(/C=C2\CCCc3c2nc2ccccc2c3C(=O)O)cc(OC)c1O is listed with GPR55 LPI antagonism = -1.3%; NS5 inhibitors = 11.9%; SIAH1 antagonists = -1.4%; HIV fusion peptide = 20.2%; UTI89 phage lysis = 0.6%; GPR35 arrestin U2OS = -4.4%; NTR1 ag = 0.6; NTR1 ag cell count 20 µM = 78; AID2073 = 4.5%; GPR55 beta-arrestin = 0.2%
S=c1[nH]nc(C2CCCCC2)n1/N=C/c1ccccc1 is listed with GPR55 LPI antagonism = 12.4%; NS5 inhibitors = -7.8%; SIAH1 antagonists = -2.3%; HIV fusion peptide = 1.4%; UTI89 phage lysis = -1.1%[50 µM]; GPR35 arrestin U2OS = -4.8%; NTR1 ag = 6.3; NTR1 ag cell count 20 µM = 85; AID2073 = -42.2%; GPR55 beta-arrestin = 0.3%

Screening results: PubChem BioAssay, several laboratories
